Source: PubChem (several laboratories)
ER stress rescue = rescue of cells from ER stress-induced death, primary screen, 384-well, CSM14.1, thapsigargin, ATP luminescence (AID 1222); cellular ATP content (survival), % at 20 µM, or EC50 in µM where a hit was titrated; 190,000 tested, under 10 active; CSM14.1 thapsigargin-induced death rescue, ATP luminescence; higher % means a stronger effect;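 active means EC50 below 50 µM in the dose-response confirmation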;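 further: death triggered by thapsigargin at about 15 µM added after 2 h compound pretreatment; cell ATP read after overnight thapsigargin exposure of roughly 18 to 22 hours; normalized against plate controls of thapsigargin alone and 5% DMSO vehicle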
Lipid droplet = hepatic lipid droplet formation modulation; hit rate 0.4% among 240,000; AML12 mouse hepatocytes, oleate lipid droplets, BODIPY imaging; inhibition, % at 6.5 µM;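 active means lipid droplet intensity inhibited by at least 50%, with more than 500 cells counted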
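Material: mouse AML12 hepatocyte cell line, fixed after treatment; Timing: compound with oleate, overnight; Technique: high-content imaging of BODIPY-stained droplets and DAPI nuclei; Probe or stimulus: oleate, 100 µM final; Dosing: compound at 6.5 µM only.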
Dynein transport = dynein cargo transport inhibition; 3617.4 mouse cells, GR-EGFP nuclear translocation imaging; test concentration mostly 20 µM; stimulated with dexamethasone, 1 µM; stronger effect = lower value; z-score, hits read low; hit rate 0.47% among 220,000; AID 1381;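 active means plate z-score of nuclear minus cytoplasmic receptor signal below a set negative limit, without overly bright fluorescence or cell loss, cut at about -3.5 in these data, passing the limit was not always enough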;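 further: z-score of nuclear minus cytoplasmic ring GR-EGFP intensity difference per well; some compounds called inactive have numbers as strong as hits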
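Buffer or medium: tet-free, stripped-serum medium; Also added: dexamethasone, 1.0 µM final; Technique: high-content fluorescence imaging after fixation; Times: 48 h induction, 1 h compound, 30 min dex at 37 °C; Read-out: per-cell GR-EGFP intensity, nucleus versus surrounding cytoplasmic ring, well-averaged.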
Autophagy mod = modulators of autophagy; MEF GFP-LC3 puncta imaging; test concentration mostly 10 µM; calls only at 10 µM (by protocol); hit rate 0.98% among 190,000;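 active means percentage of spot-positive cells more than 3 SD above its plate mean, without a fluorescence outlier flag or 80% toxicity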;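 further: spot-positive cell cutoff set from DMSO-treated cells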
WT yeast gro inh = growth inhibition of WT yeast, mitochondrial fusion screen; hit rate 2.1% among 190,000; inhibition, % at 10 µM; mitochondrial fusion phenotypic screen, WT strain; AID 1362; in the data active means inhibition above about 58%; tested in S. cerevisiae
XIAP displacement = XIAP antagonists, biochemical, IAP family, fluorescence polarization (AID 1018); hit rate 0.007% among 200,000; XIAP BIR domain, fluorescence polarization peptide displacement; higher % means a stronger effect; displacement, % at 20 µM, or IC50 in µM where a hit was titrated; in the data active means displacement above about 50%; further: a part of the inactive calls stands beside numbers as strong as those of hits
MT stabilizer = stabilizes microtubules in HeLa cells | AID 2205 | % tubulin-high responders, % at 10 µM | HeLa tubulin immunostaining HCS, 24 h; share of cells brighter than vehicle mean+2SD | hit rate 0.83% among 200,000;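 active means plate Z-score above 3 for both tubulin-high and condensed-nucleus cell shares, with cell loss under 80%, at 10 µM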;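 further: anti alpha tubulin signal scored within the nucleus-defined area of each cell; some results filed as inactive read as strong as hits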
Insulin prom up = MIN6 insulin promoter up-regulation. MIN6 insulin promoter-GFP reporter, high-content imaging; stronger effect = higher value. z-score at 5 µM. hit rate 0.3% among 190,000;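 active means z-score above 3 at 5 µM with at least 500 cells counted in the well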
b-catenin transl = modulators of beta-catenin nuclear translocation; HeLa beta-catenin nuclear translocation, immunofluorescence imaging; nuclear translocation activity, % at 5 µM; hit rate 0.3% among 190,000;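 active means nuclear translocation activity above 50% at 5 µM, with a well cell count of 50 or more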;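 further: per-cell ratio of nuclear to cytoplasmic median beta-catenin stain intensity; plate controls were DMSO negative control for no effect and GSK-3 inhibitor IX positive control for full effect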
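Assay system: human HeLa cells, native beta-catenin; doses: 5 µM primary, 0.02–20 µM confirmation; incubation: compound treatment 24 h, 37°C, 5% CO2; technique: fluorescence imaging of beta-catenin antibody stain plus DAPI; measure: % activation, nuclear-to-cytoplasmic median beta-catenin signal ratio per cell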
WT yeast gro inh mutant strain = further read-out of WT yeast gro inh, marked with its call; inhibition, %; mitochondrial fusion phenotypic screen, mutant strain inhibition
Dynein transport cytoplasmic EGFP = recorded beside Dynein transport, whose call it bears; z-score; measured here: cytoplasmic GR-EGFP intensity; stronger effect = higher value
Dynein transport nuclear GR-EGFP = recorded beside Dynein transport, whose call it bears; z-score; measured here: nuclear GR-EGFP intensity;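 lower value marks the stronger effect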
Dynein transport cell count = further read-out of Dynein transport, marked with its call; z-score; measured here: cell count per field
Insulin prom up cell count = also measured in Insulin prom up; calls as there; cell count; measured here: cytotoxicity, nuclei count;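 total cells summed across four imaged fields per well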
Lipid droplet cells 6.5 µM = also measured in Lipid droplet; calls as there; cell count; measured here: cell count, cytotoxicity flag;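 cells counted across two imaged fields per well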
b-catenin transl cell count 5 µM = further read-out of b-catenin transl, marked with its call; cell count; measured here: cell count, cytotoxicity flag
MT stabilizer Hoechst-high % = recorded beside MT stabilizer, whose call it bears; % Hoechst-high responders; measured here: nuclear condensation Hoechst responders;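 share of cells brighter than vehicle mean plus two SD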
MT stabilizer cytotoxicity % = also measured in MT stabilizer; calls as there; toxicity, %; measured here: cytotoxicity by cell density;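 0% = mean cell density of plate MIN control wells and 100% = no cells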
Autophagy mod cell loss 18 h = second read-out of Autophagy mod, no call of its own (marks repeat the call); toxicity, %; measured here: cell loss, nuclei count;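 cell loss after 18 h compound exposure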
* hit, by the source's call; i = inactive; x = not tested or not shown.

SMILES	ER stress rescue	Lipid droplet	Lipid droplet cells 6.5 µM	Dynein transport	Dynein transport cytoplasmic EGFP	Dynein transport nuclear GR-EGFP	Dynein transport cell count	Autophagy mod	Autophagy mod cell loss 18 h	WT yeast gro inh	WT yeast gro inh mutant strain	XIAP displacement	MT stabilizer	MT stabilizer Hoechst-high %	MT stabilizer cytotoxicity %	Insulin prom up	Insulin prom up cell count	b-catenin transl	b-catenin transl cell count 5 µM
C=CCn1c(COc2cccc(C)c2)nnc1SCC(=O)c1c[nH]c2c(CC)cccc12	-0.9%	16	692	0.21	-0.27	0.28	-0.33	i	1	5	6	-2.8%	4.3	2.9	4.1	-0.27	1546	1.0	1082
COC(=O)Cn1cnc(=O)c(C#N)c1/C=C/N(C)C	0.2%	x	x	0.13	-0.29	0.11	-0.1	i	7	-10	-27	-6.6%	3.9	2.1	8.0	0.3	1513	-1.0	1432
O=C(Nc1ccccc1)N1N=C(c2ccc(F)cc2)CC1c1ccc(F)cc1 (stereo not drawn)	12%	1	662	-0.89	1.9	-0.0023	0.62	i	2	46	36	-1.1%	3.8	2.1	14	-1.3	1443	-0.1	918
Cc1nn(C(C)(C)C)c(OC(=O)C2CCCC2)c1S(=O)(=O)c1ccccc1	-0.7%	x	x	0.92	-0.36	0.15	-0.0023	i	4	-7	-8	-3.0%	4.6	0.4	0.7	-0.33	1623	-1.6	1322
CC1=NN(c2ccccc2)C(=O)/C1=C/c1c(O)n(-c2ccc(F)c(Cl)c2)[nH]c1=O	-2.0%	1	699	-1.5	-0.25	-0.61	0.84	i	20	17	10	-8.2%	3.4	2.4	4.4	0.1	1295	0.4	1123
O=C(c1ccccc1F)N(Cc1ccc(F)cc1)C1CCS(=O)(=O)C1 (stereo not drawn)	-0.4%	-22	739	0.038	-0.15	-0.16	-0.092	i	-6	-5	6	-2.4%	2.0	1.2	5.1	0.09	967	0.0	1086
C/C=C/Cn1c(SCCCc2ccccc2)nc2c1c(=O)[nH]c(=O)n2C	x	3	679	1.2	-0.094	1.1	-0.65	x	x	18	0	-1.9%	7.2	1.0	9.2	-2.5	1091	2.1	1045
Cc1ccc(C)c(-n2c(-c3ccc(Br)cc3)csc2=NC(=O)c2ccccc2F)c1	x	5	713	-0.61	-0.17	-0.39	0.56	x	x	x	x	x	x	x	x	-0.82	1062	-0.7	1330
CCCNC(=O)c1ccc(CNc2c(N3CCC(C(=O)OCC)CC3)c(=O)c2=O)cc1	-1.1%	x	x	-1	-0.1	-0.31	0.53	i	-11	-17	-2	-2.2%	1.7	2.2	12	-1	1481	-3.8	907
COC(=O)c1cc(OC)c(OC)c(OC)c1NC(=O)c1ccc(S(=O)(=O)N(C)C)cc1	-1.3%	0	769	1.2	-0.26	1.1	0.2	i	-1	-4	-10	-5.4%	1.9	0.2	35	0.23	1291	x	x
O=C(CN(Cc1ccco1)C(=O)CNS(=O)(=O)c1ccc(F)cc1)NCc1ccc(F)cc1	-3.8%	-5	696	-1	-0.083	-0.35	1.1	i	3	17	17	-1.7%	3.5	3.3	4.2	-0.28	1179	-6.3	1181
COc1ccc(CCNC(=O)Cn2cnc3scc(-c4ccccc4)c3c2=O)cc1OC	0.8%	x	x	0.1	0.11	0.37	0.2	i	24	0	8	-2.4%	3.4	1.6	11	0.21	1472	0.6	1497
CCNc1nc(OC)nc(Oc2ccc(C(=O)OC)cc2)n1	4.4%	-6	784	-0.037	-0.28	0.094	1.4	i	-6	-12	7	-1.1%	1.5	0.8	7.0	1.1	909	-0.5	1137
O=c1[nH]cnc2scc(-c3ccc(Br)cc3)c12	-1.9%	7	784	-0.18	-0.1	-0.24	0.079	i	-3	3	-5	-3.3%	7.0	0.8	2.0	-0.35	1223	-0.4	993
O=C(NCc1cccs1)C1CCCN(c2ncccn2)C1 (stereo not drawn)	x	-27	431	1.5	-0.14	-0.13	-0.32	i	-4	3	-28	-6.7%	3.4	1.3	6.3	1	968	-1.2	995
O=S(=O)(c1ccc2c(c1)OCCO2)N1CCN(Cc2ccc3c(c2)OCO3)CC1	x	-5	665	-0.23	-0.26	0.16	0.24	i	4	20	22	-2.6%	2.5	2.2	11	-0.06	1236	1.2	1054
COc1ccc(NS(=O)(=O)c2ccc3oc(SCc4ccc(F)cc4)nc3c2)cc1	-1.2%	-1	663	-0.42	-0.23	0.081	-0.46	i	10	58	25	-3.5%	3.8	1.9	5.1	-0.46	1362	0.8	1042
Cc1cc(CNC(=O)COc2ccc(F)cc2)c2ccccc2n1	0.5%	-4	766	-0.047	-0.31	0.28	0.23	i	7	-12	5	-3.1%	4.2	2.3	11	0.06	1577	-0.9	1018
O=C(c1ccc(F)cc1)N1CCN(C2CC3CCC2C3)CC1 (stereo not drawn)	-3.1%	x	x	-1.2	-0.28	-0.64	0.96	i	-5	5	13	-0.1%	2.5	3.3	7.3	0.08	1464	-7.1	905
COc1ccccc1NC(=O)c1cc(Cl)nnc1Cl	0.8%	-1	696	-1.6	-0.11	-0.36	0.02	i	-5	-13	4	-8.8%	2.6	3.3	3.6	-1.7	1054	1.9	927
COCc1cc(=O)[nH]c(/N=C(\N)Nc2ccc(C)cc2)n1	-1.3%	7	693	-1.1	1.1	-0.13	-0.5	i	5	5	5	-4.0%	2.0	2.0	6.8	-0.87	1243	x	x
Cc1c(C#N)c(N=CN(C)C)c(C(=O)c2ccc(Br)cc2)n1-c1ccccc1	-0.5%	13	781	0.2	0.3	0.55	-0.7	i	1	-7	6	-1.6%	2.6	1.0	9.4	-0.58	929	x	x
Cn1c(C(=O)OCC(=O)NCCc2ccccc2)cc2sccc21	-1.7%	x	x	-0.36	-0.15	-0.33	0.48	i	-3	10	8	-1.9%	1.5	1.7	7.4	0.95	1052	-0.1	902
C=CCNCC(=O)Nc1sc2c(c1C(=O)Nc1ccc(OC)cc1OC)CCC2	1.1%	0	570	0.1	-0.2	0.29	0.55	i	-6	-5	8	-6.0%	3.3	2.9	5.5	-0.41	1357	0.8	1485
O=[N+]([O-])c1nn(-c2ccc3c(c2)OCCO3)n(O)c1=Nc1ccc(Cl)cc1	2.0%	x	x	0.39	-0.2	0.53	0.99	i	-20	46	39	-5.0%	3.5	1.3	5.5	-0.34	1657	-0.6	1357

Later entries:
SMILES	ER stress rescue	Lipid droplet	Lipid droplet cells 6.5 µM	Dynein transport	Dynein transport cytoplasmic EGFP	Dynein transport nuclear GR-EGFP	Dynein transport cell count	Autophagy mod	Autophagy mod cell loss 18 h	WT yeast gro inh	WT yeast gro inh mutant strain	XIAP displacement	MT stabilizer	MT stabilizer Hoechst-high %	MT stabilizer cytotoxicity %	Insulin prom up	Insulin prom up cell count	b-catenin transl	b-catenin transl cell count 5 µM
COc1ccccc1NS(=O)(=O)c1cccc(C(=O)N/N=C/c2ccc(OCC(=O)O)cc2)c1	-0.8%	3	696	0.064	-0.35	0.48	0.16	i	24	-9	7	-7.3%	4.3	2.3	6.5	-0.09	1162	5.8	991
O=C(Nc1ccon1)c1sc2ccccc2c1Cl	-2.8%	1	687	0.69	-0.24	0.36	-0.28	i	4	3	1	-3.1%	2.3	2.6	5.2	-0.02	1923	0.7	908
CN(Cc1ccccc1)S(=O)(=O)c1ccc2c(c1)NC(=O)CC(=O)N2	-0.3%	13	710	2.3	-0.2	1.3	-1.4	i	-2	-3	-19	-8.0%	5.4	3.2	8.4	0.25	1446	0.0	1154
C=CCn1c(O)c(C2=c3ccccc3=NC2=O)sc1=Nc1ccc(O)cc1	x	-40	471	-0.039	-0.6	0.37	-1	x	x	94*	59*	x	x	x	x	-1.9	950	5.4	1244
COc1cc(CC(=O)Oc2ccc3c(c2)OCO3)cc(OC)c1OC	x	16	583	-0.63	-0.17	-0.043	2.1	i	10	8	17	-2.0%	3.1	2.0	8.1	-1.5	1258	-0.4	1127
O=C(O)/C=C/C(=O)NCc1ccccn1	1.4%	7	646	-0.21	-0.21	-0.35	0.57	i	-3	-23	-3	2.3%	2.1	1.6	8.1	1.1	1314	-1.9	1107
O=C1N(Cc2cccc(Cl)c2)C[C@@H]2C[C@@H](c3ccccn3)N3CCC[C@@]123	-0.2%	-34	744	0.96	-0.26	0.25	-1.4	i	3	13	-7	1.2%	3.4	1.7	4.5	0.12	1364	2.6	1041
COC(=O)c1ccc(CSc2ccccc2C)o1	-0.5%	2	664	0.099	-0.39	0.21	-0.1	i	6	-30	-10	-3.4%	3.2	1.1	5.1	x	x	-4.5	1298
COC(=O)C1=C(C)N(c2ccc(F)c(Cl)c2)C(=O)C1	-2.4%	4	700	-2.4	0.26	-1.1	-0.84	i	32	44	-12	-3.2%	3.7	2.5	5.6	-0.37	1184	x	x

Sorted by the number under Dynein transport cell count (descending): three of the compounds above
mol,Dynein transport,Dynein transport cytoplasmic EGFP,Dynein transport nuclear GR-EGFP,Dynein transport cell count,WT yeast gro inh mutant strain,XIAP displacement,MT stabilizer Hoechst-high %
O=C(Nc1ccon1)c1sc2ccccc2c1Cl,0.69,-0.24,0.36,-0.28,1,-3.1%,2.6
C=CCn1c(O)c(C2=c3ccccc3=NC2=O)sc1=Nc1ccc(O)cc1,-0.039,-0.6,0.37,-1,59*,x,x
CN(Cc1ccccc1)S(=O)(=O)c1ccc2c(c1)NC(=O)CC(=O)N2,2.3,-0.2,1.3,-1.4,-19,-8.0%,3.2
